KOR beta-arrestin-1: KOR antagonists, beta-arrestin recruitment, cell-based, luminescence, uHTS (AID 1778). KOR beta-arrestin recruitment, luminescence, antagonist mode; higher % means a stronger effect. actives 0.091% (n = 290,000). inhibition, % at 10 µM; hits with a dose series show IC50 in µM. Kappa-type opioid receptor (Homo sapiens); in the data active = inhibition above about 50%; also: strong numbers were not always called active
HIV fusion peptide: inhibitors of HIV fusion peptide binding, primary screen, biochemical, uHTS, fluorescence dequenching (AID 1986). inhibition, % at 20 µM; hits with a dose series show IC50 in µM. cell-free peptide binding, fluorescence dequenching, 30 min; higher % means a stronger effect. actives 0.3% (n = 290,000); in the data active = inhibition mostly above about 52%, no sharp cut-off; inactive = mostly below about 76%; also: some results filed as inactive read as strong as hits
GPR55 LPI antagonism: GPR55 antagonists blocking LPI-driven arrestin recruitment, primary screen, imaging, U2OS, beta-arrestin-GFP, LPI agonist (AID 2013). G-protein coupled receptor 55 (Homo sapiens). actives 0.13% (n = 290,000). inhibition, % at 10 µM; hits with a dose series show IC50 in µM. U2OS GPR55 beta-arrestin-GFP translocation imaging, LPI antagonism; higher % means a stronger effect;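 active = spots per cell inhibited over 60%, with over 100 cells counted and total cytoplasm intensity under 500,000; inconclusive = wells with under 100 cells, flagged as likely toxic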;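 also: U2OS cells stably carrying GPR55 and arrestin-GFP stimulated by 5 µM LPI near EC80; imaged beta-arrestin-GFP aggregate spots per cell after agonist stimulation; plate controls were LPI-stimulated DMSO wells for no effect and DMSO wells without LPI for full effect; some results filed as inactive read as strong as hits; confirmed hits need IC50 under 10 µM and bright autofluorescent wells are also inconclusive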
SIAH1 antagonists: Siah-1 peptide-binding antagonists, primary screen, biochemical, fluorescence polarization, rhodamine-plectin, uHTS (AID 1817); E3 ubiquitin-protein ligase SIAH1 (Homo sapiens); Siah-1 / rhodamine-plectin peptide fluorescence polarization; higher % means a stronger effect; one-dose displacement, % at 20 µM; IC50 in µM for titrated hits; actives 0.02% (n = 290,000);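 active = displacement of at least 50% at 20 µM, with a fluorescence ratio check between 0.3 and a set limit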;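 also: plate controls were Siah plus tracer with DMSO for no effect and tracer alone without Siah for full effect; strong numbers were not always called active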
NOD1 NF-kB reporter: NOD1 signaling inhibitors, primary screen, cell-based, luminescence, uHTS (AID 1578); NOD1-driven NF-kB luciferase reporter cells, luminescence; higher % means a stronger effect; inhibition, % at 4 µM; hits with a dose series show EC50 in µM; actives 1% (n = 290,000); in the data active = inhibition mostly above about 36%, no sharp cut-off; inactive = mostly below about 34%;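 also: HEK-293T reporter cells stimulated with the NOD1 agonist gamma-tri-DAP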
KOR beta-arrestin-2: KOR agonists, beta-arrestin recruitment, primary screen, cell-based, luminescence, uHTS (AID 1777). Kappa-type opioid receptor (Homo sapiens). KOR beta-arrestin recruitment, luminescence; higher % means a stronger effect. activation, % at 10 µM, or EC50 in µM where a hit was titrated. actives 0.02% (n = 280,000); in the data active = activation above about 50%, passing the limit was not always enough; also: a part of the inactive calls stands beside numbers as strong as those of hits
GPR35 antagonists: GPR35 antagonists blocking zaprinast-driven arrestin recruitment, primary screen, imaging, U2OS, beta-arrestin-GFP, zaprinast agonist (AID 2058). G-protein coupled receptor 35 (Homo sapiens). U2OS GPR35 beta-arrestin-GFP translocation imaging, zaprinast antagonism; higher % means a stronger effect. inhibition, % at 10 µM; hits with a dose series show IC50 in µM. actives 0.052% (n = 290,000);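 active = inhibition of at least 50% with at least 30 cells and total cytoplasm GFP at most 10,000,000; inconclusive = under 30 cells or total GFP of 10,000,000 plus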
GPR55 activation: GPR55 agonists via beta-arrestin recruitment, primary screen, imaging, U2OS cells, beta-arrestin-GFP redistribution (AID 1961); U2OS GPR55 beta-arrestin-GFP redistribution imaging; higher % means a stronger effect; G-protein coupled receptor 55 (Homo sapiens); actives 0.048% (n = 290,000); activation, % at 10 µM; hits with a dose series show EC50 in µM;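 active = activation above 40% with more than 50 cells counted in the well; inconclusive = wells holding fewer than 50 cells, flagged as toxic or sparse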;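 also: U2OS osteosarcoma cells stably expressing GPR55 and beta-arrestin-GFP; plate controls were DMSO negative control for no effect and LPI positive control for full effect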
AID2073: inhibitors of Mint1-CaV2.2 protein interaction, biochemical, HTRF (AID 2073); HTRF protein-protein interaction, Mint1-CaV2.2; higher % means a stronger effect; inhibition, % at 20 µM; hits with a dose series show IC50 in µM; actives 0.19% (n = 290,000); in the data active = inhibition mostly above about 51%, no sharp cut-off; inconclusive = no clear call, values can overlap the other calls; inactive = mostly below about 53%; also: some results filed as inactive read as strong as hits
Numbers without * were called inactive; ? = inconclusive; . = not tested or not shown; [ ] = dose if it differs, or a comment. This is a subset; count on the stated rates, not on these rows.

SMILES | KOR beta-arrestin-1 | HIV fusion peptide | GPR55 LPI antagonism | SIAH1 antagonists | NOD1 NF-kB reporter | KOR beta-arrestin-2 | GPR35 antagonists | GPR55 activation | AID2073
CCCOC(=O)c1ccc(NC(=O)c2cc(=O)[nH]c3ccccc23)cc1 | 20% | 0.1% | -9% | 5% | 1% | -0.8% | 10% | -0.2% | 32%
CCN(CC)S(=O)(=O)c1cccc(C(=O)NNC(=O)C2=NN(c3ccccc3)C(=O)CC2)c1 | 6% | 0.2% | -1% | 4% | -16% | 2.5% | 10% | 0.2% | 16%
COc1ccc2cc(C(=O)N3CCc4ccccc43)[nH]c2c1 | -12% | -0.3% | -8% | -3% | 5% | -8.8% | 23% | 0.3% | -10%
CCOC(=O)c1sc2nc(N3CCOCC3)c3c(c2c1N)CCC3 | -17% | -0.2% | -5% | -2% | -18% | 2.6% | -5% | 0.2% | 36%
COCC(C)NC(=O)c1cc(-c2ccc(O)cc2)on1 (configuration not stated) | 6% | 0.3% | -1% | -5% | -8% | -3.3% | -4% | -0.2% | 45%
CCOc1c(C)cnc2c1c(=O)n(Cc1ccccc1Cl)c(=O)n2C | -36% | 0.1% | -14% | 3% | -49% | 0.0% | 3% | -0.2% | 3%
COc1cc(N)ccc1NC(=O)c1cccs1 | -14% | -1.5% | 4% | -3% | -27% | 1.2% | 10% | -0.2% | -19%
Cc1nc2ccccc2c(=O)n1NC(=O)C1CCC(C(C)(C)C)CC1 (configuration not stated) | 5% | -1.5% | 16% | 2% | -8% | -7.1% | -2% | 0.0% | 13%
CCOC(=O)c1c(C2CC2)csc1NC(=O)COC(=O)c1ccc[n+]([O-])c1 | -3% | -0.5% | -6% | -4% | 22% | 7.9% | 2% | -0.4% | 26%
CC(=O)N1CCC(C(=O)NC2CCCc3c2cnn3-c2cc(F)cc(F)c2)CC1 (configuration not stated) | 12% | 3.2% | 8% | 5% | -8% | -1.3% | -3% | -0.1% | -2%
CN(C)S(=O)(=O)c1cccc(NC(=O)CSc2nc3c(cc2C#N)C(=O)CC(C)(C)C3)c1 | 16% | 1.3% | 7% | 4% | -10% | 0.7% | 4% | -0.1% | 5%
CC(C)(C)OC(=O)N[C@H](Cc1ccccc1)C(=O)N1CCC[C@@H]1C(=O)O | -12% | -1.6% | -2% | -1% | -9% | 3.5% | 1% | 0.7% | ?
COCC(N)(c1ccccc1)c1nc2ccccc2n1C (configuration not stated) | 32% | 1.7% | -3% | 5% | 2% | 3.6% | -4% | -0.2% | 11%
CCN(/C=N/S(=O)(=O)c1ccc(Cl)cc1)CC | -4% | 0.9% | 10% | 5% | -12% | -3.0% | -2% | 0.0% | 6%
Cc1cc(OC(C)C(=O)NC(Cc2c[nH]c3ccc(O)cc23)C(=O)O)c2c(C)c(C)c(=O)oc2c1 (configuration not stated) | -6%[20 µM] | 5.5% | -5% | -7% | -17% | -7.2% | -9% | 1.0% | 11%
CCC(CC)c1nnc(NC(=O)c2c(-c3ccccc3)noc2C)s1 | -18% | 2.0% | -5% | -2% | 9% | 1.8% | -3% | -0.1% | 4%
O=C(COc1ccccc1)NCc1nnc2c3ccccc3c(-c3ccccc3)nn12 | 0% | -0.1% | 19% | 3% | -15% | -1.9% | -1% | -0.3% | 4%
Cc1nc(NC(=O)c2csc3ccccc23)sc1C | 17% | 1.5% | -1% | 0% | -24% | 3.0% | -12% | -0.2% | 4%
CN(C)C(=O)c1cn(-c2ccccc2)nc1-c1cccc([N+](=O)[O-])c1 | 2%[20 µM] | 1.9% | 2% | 5% | -26% | -2.7% | -11% | -0.1% | -4%
O=C(CN1CCC(c2nc3ccccc3[nH]2)CC1)Nc1ccc2c(c1)OCO2 | 9% | -1.9% | -18% | 0% | -22% | 0.0% | 3% | 0.3% | -2%
COc1ccc(-c2nc3ncccn3c2Nc2ccc3c(c2)OCCO3)cc1 | -24% | -2.0% | -1% | -1% | -27% | 6.5% | -7% | -0.2% | 3%
c1ccc2nc3c(nc2c1)CCCC3 | 2% | 1.0% | 1% | 0% | -11% | -1.5% | 3% | -0.1% | 37%
COc1ccc(NC(=O)CN(C)S(=O)(=O)c2cccc3nsnc23)cc1OC | -23% | -0.1% | 1% | 7% | -23% | 0.5% | 2% | 0.1% | 5%
CC(CN1CCCCC1)OC(=O)COc1ccc(Cl)cc1 (configuration not stated) | -26%[20 µM] | 1.7% | 6% | 2% | -22% | 5.7% | -5% | -0.3% | 10%
Cc1c(NS(=O)(=O)c2cc(Br)cc3c2N(C(=O)C2CC2)CC3)c(=O)n(-c2ccccc2)n1C | -17% | -0.1% | 1% | -4% | -15% | 5.6% | 10% | 0.1% | -3%
CCOc1ccccc1NC(=O)CSc1nc2cc(O)ccc2c(=O)n1-c1ccc(OC)c(OC)c1 | -2% | -4.4% | 0% | -5% | 4% | -4.0% | 1% | 0.0% | -18%
Cc1[nH]nc2c1C(c1cc(Br)cs1)C(C#N)=C(N)O2 (configuration not stated) | -9% | -1.7% | 44% | -4% | 18% | 1.1% | 2% | -0.1% | 11%
CCOc1ccc(CCNC(=O)c2cc(C)nn2-c2ccccc2)cc1 | -11% | -1.1% | 0% | 2% | 3% | . | 12% | -0.3% | 3%
COc1ccc(OC)c(S(=O)(=O)N(C)CC(=O)N2CCCCC2)c1 | 11% | 3.0% | 14% | -1% | -10% | 1.6% | -13% | -0.1% | 3%
C/C(=N\NS(=O)(=O)c1ccc(C)cc1)c1cc2ccccc2oc1=O | 1% | -2.8% | 4% | 5% | -14% | 0.3% | -6% | 0.1% | -17%
Nc1cc(=O)[nH]c(SCc2nnc(-c3ccccc3)o2)n1 | 10% | 1.7% | -8% | -2% | -17% | 3.7% | 9% | -0.3% | 17%
COC(=O)CSc1ccc(-c2nc3ccc(C)cc3[nH]2)cn1 | -43% | 2.5% | 13% | -3% | -26% | 2.9% | 23% | -0.1% | 0%
Cc1ccc(S(=O)(=O)N2CCN(C)CC2)cc1-c1nnc2c3ccccc3c(C)nn12 | -12% | -1.1% | 12% | 2% | -27% | 2.0% | 9% | 0.2% | 12%
COc1ccc(NC(=O)N2CCC(c3ccccc3)C2)c(OC)c1 (configuration not stated) | 1% | 0.1% | 9% | 0% | -37% | 3.1% | 19% | -0.1% | -2%
CCN(CC)c1ccc(/C=N/NC(=O)c2ccco2)c(O)c1 | -29% | -1.4% | -6% | -1% | -13% | 2.9% | -6% | -0.1% | 2%
CC(C)(C)c1cc(C(=O)Nc2ccc(F)cc2)n(Cc2ccc(F)cc2)n1 | -22% | 0.1% | 0% | -2% | -10% | 12% | 4% | 0.0% | 31%
O=C(OCC(=O)N1CCCC1)c1ccc(S(=O)(=O)Nc2ccccc2)cc1 | 8% | 0.1% | 16% | 0% | 2% | -2.7% | -7% | -0.6% | -2%
O=c1ccc(/C=C/c2ccccc2)nn1Cc1ccc(Cl)cc1Cl | 10% | 5.6% | 13% | 2% | 19% | 3.9% | -4% | -0.1% | -5%
O=[N+]([O-])c1cc(C(F)(F)F)ccc1N1CCCC(O)C1 (configuration not stated) | -6% | -2.0% | 17% | 7% | -22% | -5.5% | -8% | -0.1% | 1%
COc1ccc(CNC(=S)Nc2ccccc2)cc1 | -10% | -1.0% | -1% | -3% | -3% | 1.3% | 3% | 0.6% | 12%
FC(F)(F)c1cccc(N2CCN(C(=S)NC3CCCC3)CC2)c1 | 27% | 3.0% | 6% | 1% | -11% | -2.3% | -4% | 0.3% | -5%
O=C(Nc1nccs1)c1c(O)c2cccc3c2n(c1=O)CCC3 | -24% | 3.3% | -2% | -5% | 27% | -3.7% | -7% | 0.1% | 29%
CCCCCN1C2=NCCN2c2ccccc21 | 18% | -1.5% | 6% | 1% | -41% | -3.3% | 3% | 0.4% | -3%
COc1ccc(C(=O)NCc2ccc(Cl)c(Cl)c2)cc1OC | 24% | -1.9% | 19% | -4% | 1% | -0.9% | 1% | 0.1% | 22%
C=CCNC(=S)NNC(=O)C(CCCC)CC(C)(C)O (configuration not stated) | -20% | 0.6% | -1% | -1% | -7% | -2.4% | -4% | 0.6% | -32%
CCc1nc(SCC(=O)NCCc2ccccc2)n[nH]1 | -8% | 1.8% | -5% | 3% | -14% | 6.7% | -1% | -0.1% | -6%
COC(=O)c1ccccc1OCCN1CCCCCC1 | -16%[20 µM] | -2.4% | 11% | 4% | 11% | -0.7% | 8% | -0.1% | -1%
COc1ccc(-c2csc(NC(=O)CSc3n[nH]c(C)n3)n2)cc1 | -35% | -0.2% | -3% | 11% | -2% | 1.9% | -4% | -0.2% | 5%
O=C(NCc1ccco1)c1ccc2c(c1)C(=O)c1ccccc1-2 | 24% | 6.5% | 2% | -4% | -15% | 1.5% | -2% | 0.2% | -42%
CCC(=O)N1CCN(c2ccccc2NC(=O)COc2ccccc2Cl)CC1 | 53% | -2.8% | 6% | 3% | -14% | -4.0% | -7% | -0.1% | -2%
CCNc1ccc(Br)cc(C(=O)/C=C/c2ccc(Cl)cc2)c1=O | -29% | 47% | 12% | 21% | -33% | 1.1% | 16% | 2.6% | 10%
COc1ccc(CC2S/C(=N/N=C/c3ccccc3O)NC2=O)cc1 (configuration not stated) | 3% | -0.1% | -6% | 18% | 7% | -4.1% | -4% | 0.3% | 25%
Cc1cccc(-c2sc(Nc3ccccc3)n[n+]2-c2ccc(F)cc2)c1 | 1%[20 µM] | 1.0% | 12% | 3% | -3% | -0.2% | 12% | -0.1% | -10%
Nc1ccn(-c2ncc(C(F)(F)F)cc2Cl)c(=O)n1 | -12%[20 µM] | 7.0% | -1% | 4% | -28% | -0.5% | -3% | 0.2% | 25%
CCN1CCN(c2ccc(NC(=O)c3ccc4c(c3)[nH]c(=O)n4Cc3ccc(F)cc3)cc2)CC1 | -32% | -2.9% | 10% | -12% | -37% | 3.9% | 8% | 0.2% | 46%

Screens as filed in PubChem.
